Compound activity from PubChem BioAssay.
pAkt inh = HTS Assay for Inhibitors of Akt Phophorylation: Primary Screen; Neuro2A IGF-stimulated pAkt S473 HTRF, 20 min; hits give low values; activity change, % for hits at 50 µM; 360,000 compounds, 0.32% hits; in the data active = activity change below about -80%; inconclusive = mostly about -51% to -80%; also: % is scaled to controls: 0 for no effect and ±100 for the full control effect
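Neuro2A cells (4,500/well, DMEM with 0.5% FBS) were treated with compound at a single 50 µM final concentration, stimulated with 6 nM IGF for 20 min at 37 °C, and lysed. Phospho-Akt Ser473 was read by HTRF as 665/615 ratio ×10^4.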
FUS yeast rescue = qHTS for Suppressors of FUS Proteinopathy: Primary screen using FUS-linked yeast assay; S. cerevisiae FUS-expressing, growth rescue, OD600, 24 h; 390,000 compounds, 0.24% hits; AID 1347120, 2019; Potency, µM (doses to about 76.6 µM), for inactives: top-dose growth rescue (activation), actives largely listed as activators;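 also: potency is read from the fitted curve at half-maximal effect; plate controls were DMSO vehicle for no effect and reference control for full effect; nearly all actives have a fitted effect of over 55% in size; some results filed as inactive show a strong effect at the top dose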
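Yeast expressing FUS under galactose induction, OD 0.005 in 2% galactose medium; compounds in a dilution series, 24 h at 30C. Growth rescue by absorbance at 600 nm; CP55940 positive control, DMSO negative.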
aSyn rescue = qHTS of alpha-syn Inhibitors; Yeast expressing alpha-synuclein, growth rescue, BacTiter-Glo, 24 h; Potency, µM (top dose mostly 46.1 µM), inactives show at the highest dose growth rescue (activation), usual class: activators; 370,000 compounds, 0.14% hits; also: potency is read from the fitted curve at half-maximal effect; % of control where 0% means no effect; nearly all actives have a fitted effect of over 65% in size
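Rescue of yeast growth: cells expressing toxic alpha-synuclein, induced in galactose at OD600 0.02, incubated with compound 24 h at 30 C. ATP luminescence quantified growth; inhibitors of toxicity appear as activators.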
Abeta rescue = qHTS for compounds that reverse cellular toxicity of Amyloid beta (A-beta) peptide in yeast: Primary Screen; yeast expressing A-beta42, growth rescue, OD600, 48 h; response scale: 0% DMSO, 100% iron-clioquinol control; Potency, µM (highest dose often 46.1 µM), for inactives: top-dose growth rescue, usual class: activators; 410,000 compounds, 0.063% hits; AID 1347071, 2019; also: potency is read from the fitted curve at half-maximal effect; nearly all actives have a fitted effect of over 55% in size
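Yeast growth medium received pinned compounds, then yeast cells expressing toxic A-beta were added; plates incubated at 30 C for 48 hr. Growth read as absorbance at 600 nm, normalized to DMSO and equimolar FeCl3 plus clioquinol controls.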
D3 antag = qHTS of D3 Dopamine Receptor Antagonist: qHTS; D(3) dopamine receptor (Homo sapiens), P35462; D3R cells, DiscoveRx beta-arrestin luminescence, antagonist mode; hits give low values; max response, negative = inhibition, %; 360,000 compounds, 2.5% hits; in the data active = max response below about -50%; inconclusive = no clear call, values can overlap the other calls; also: % is scaled to controls: 0 for no effect and ±100 for the full control effect; mostly tested at two doses, the higher about 12 µM
Target sequence (P35462 whole entry, looked up): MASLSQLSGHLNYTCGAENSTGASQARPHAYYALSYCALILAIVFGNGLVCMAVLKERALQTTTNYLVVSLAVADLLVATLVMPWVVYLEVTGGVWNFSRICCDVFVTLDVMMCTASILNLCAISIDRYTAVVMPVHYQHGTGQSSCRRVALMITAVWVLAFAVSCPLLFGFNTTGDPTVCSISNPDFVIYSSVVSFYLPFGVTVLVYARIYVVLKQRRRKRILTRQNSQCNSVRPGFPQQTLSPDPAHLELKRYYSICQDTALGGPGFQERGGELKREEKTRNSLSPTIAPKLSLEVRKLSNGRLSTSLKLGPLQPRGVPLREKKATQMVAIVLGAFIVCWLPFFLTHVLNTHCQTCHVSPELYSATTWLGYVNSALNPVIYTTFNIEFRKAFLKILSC
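Cells expressing the human receptor were seeded at 1500 cells/well, incubated overnight at 37 degrees C in 5% CO2, then exposed to library compounds with dopamine controls for 90 minutes at 37 degrees C before luminescent detection.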
TDP-43 yeast inh = qHTS of TDP-43 Inhibitors; TDP-43 expressing yeast growth rescue, BacTiter-Glo, 24 h; Potency, µM (top dose mostly 46.1 µM), for inactives: at the top dose growth rescue (activation), most hits filed as activators; AID 652104, 2013; 410,000 compounds, 1.8% hits; also: potency is read from the fitted curve at half-maximal effect; % of control where 0% means no effect; nearly all actives have a fitted effect of over 50% in size
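Luminescence from BacTiter-Glo reports growth of TDP-43-expressing yeast after 24 hr at 30 deg C with compound. Cells were raffinose-pregrown to mid-log, then seeded in galactose medium at OD600=0.02.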
GLP1R ag = qHTS of GLP-1 Receptor Agonists. HEK293 GLP-1R CRE-luciferase, luminescence, 4-6 h; cells express a hypersensitive GLP-1R form. Potency, µM (doses to about 45.6 µM), inactives show at the highest dose activation, usual class: activators. AID 624172, 2012. 380,000 compounds, 0.007% hits; also: potency is read from the fitted curve at half-maximal effect; % of control where 0% means no effect
Target sequence (P43220 whole entry, looked up): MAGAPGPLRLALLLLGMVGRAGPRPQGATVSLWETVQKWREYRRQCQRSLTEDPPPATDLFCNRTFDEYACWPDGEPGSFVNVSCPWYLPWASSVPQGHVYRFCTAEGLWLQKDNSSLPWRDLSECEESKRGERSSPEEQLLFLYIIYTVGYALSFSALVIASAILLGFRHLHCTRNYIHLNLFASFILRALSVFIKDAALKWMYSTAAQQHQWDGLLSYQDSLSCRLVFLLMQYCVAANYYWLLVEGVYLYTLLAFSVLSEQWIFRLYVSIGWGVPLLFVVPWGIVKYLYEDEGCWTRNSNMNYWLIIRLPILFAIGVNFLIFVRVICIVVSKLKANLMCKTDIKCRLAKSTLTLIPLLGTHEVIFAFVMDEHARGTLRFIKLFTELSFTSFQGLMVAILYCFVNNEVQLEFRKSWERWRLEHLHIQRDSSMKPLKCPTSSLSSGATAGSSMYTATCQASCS
GLP1R inv ag = qHTS of GLP-1 Receptor Inverse Agonists (Inhibition Mode); AID 624417, 2012; Glucagon-like peptide 1 receptor (Homo sapiens), P43220; 410,000 compounds, 1.6% hits; HEK293 GLP-1R CRE-luciferase, luminescence, 24 h; GLP-1R form is constitutively active; Potency, µM (series often up to 38.3 µM), for inactives: top-dose activity change, negative = inhibition, hits mostly inhibitors; also: potency is read from the fitted curve at half-maximal effect; % is scaled to controls: 0 for no effect and ±100 for the full control effect; nearly all actives have a fitted effect of over 55% in size
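Stable HEK293 clone (constitutively active GLP-1R + cAMP-response luciferase); 200 cells/uL plated, 12 h pre-culture, compound 24 hr, 37 deg C/5% CO2; detection reagent 12 min RT; luminescence.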
PTHR1 ag = qHTS for PTHR1 Agonists: Primary Screen. HEK293 GP2 PTHR1 cells, GloSensor cAMP luminescence, 1 h. 410,000 compounds, 0.075% hits. Parathyroid hormone/parathyroid hormone-related peptide receptor (Homo sapiens), Q03431. Potency, µM (series often up to 115 µM), for the others: top-dose activation, actives largely listed as activators. AID 743266, 2014; also: potency is read from the fitted curve at half-maximal effect; nearly all actives have a fitted effect of over 55% in size; some results filed as inactive show a strong effect at the top dose; inactives centre near -15; many of its hits are not listed in these tables
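HEK-293-derived GP2 cells expressing PTHR1 and a GloSensor cAMP reporter, 3,000/well, plated overnight, given luciferin plus IBMX (each 0.5 mM as added) for 1 h at 37 °C, then compound for 1 h at 37 °C. Luminescence was read after 15 min at room temperature.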
An asterisk follows results filed as active; i = inactive; ? = inconclusive; / = no result given; [ ] = remark or other dose. Unless noted, calls follow the shape of the dose curve; as a rule, active = well fitted curve in the direction sought with a large enough effect; inconclusive = small, poorly fitted or top-dose-only effect, or another doubt; inactive = no such curve, though single readings can be large; an effect the other way counts as inactive or inconclusive. The list is partial. The share of hits here may be higher or lower than overall.

SMILES	pAkt inh	FUS yeast rescue	aSyn rescue	Abeta rescue	D3 antag	TDP-43 yeast inh	GLP1R ag	GLP1R inv ag	PTHR1 ag
O=C(CNc1cccc([N+](=O)[O-])c1)N1CCN(S(=O)(=O)c2ccc(Cl)cc2)CC1	i	26%	0%	9%	-6	-6%	-15%	?	-9%
O=C(Nc1cccc(C(=O)O)c1)/C(=C\c1ccc2c(c1)OCO2)NC(=O)c1ccccc1	i	4%	-2%	-3%	-23	-21%	1%	-2%	i
Cc1ccc(OCC(=O)N(Cc2ccco2)c2ccccn2)cc1	/	-14%	/	5%	/	25%	/	3%	i
O=C(Nc1ccc(-c2nc3cc(NC(=O)c4ccccc4F)ccc3o2)cc1)c1ccccc1F	/	-3%	/	-22%	/	13%	/	2%	?
O=C(OCc1ccccc1)c1ccc(-c2nnn(Cc3ccccc3F)n2)cc1	/	-6%	/	-6%	/	6%	/	-9%	-8%
O=C(NCCO)c1cccc(-c2cnc3c(Nc4cccc(OC(F)(F)C(F)F)c4)nccn23)c1	i	?	1%	-4%	24	14%	-6%	?	-34%[inhibitor]
CCCCCCCCN1C(=O)[C@H](CC(=O)NCCCOCCCC)C[C@@]2(C(=O)OCC)CCCC=C12	i	?	?	9%	55	-5%	-2%	?	-38%[inhibitor]
CC(C)CC1(C(=O)NCc2ccccn2)C=CCN1C(=O)c1ccccc1 (stereo unspecified)	i	-39%	-4%	1%	-5	21%	1%	1%	i
Nc1nonc1-c1nc2ccccc2n1CC(=O)N1CCCCC1	i	-10%	6%	5%	24	5%	-8%	2%	-5%[57.5 µM]
COc1cc(=O)n2c(n1)SCCC2	i	13%	-7%	-6%	-18	-4%	-2%	3%	i
COc1ccc(NS(=O)(=O)c2ccc(C)c(C(=O)N(C)CC(=O)Nc3cccc(OC)c3)c2)cc1	i	22%	0%	22%	4	5%	-11%	13%	-18%
O=C(Nc1ccc(Cl)c(C(F)(F)F)c1)C(Cc1ccccc1)NS(=O)(=O)c1cccc2nsnc12 (stereo unspecified)	/	-21%	/	3%	/	6%	/	?	-42%[inhibitor]
CSc1ccccc1NC(=O)c1c(Br)cnn1C	-122%*	-20%	0%	11%	0	?	21%	1%	-4%
NC(=O)[C@H]1CC2(CC(c3cccc(NC(=O)CC(c4ccccc4)c4ccccc4)c3)=NO2)CN1C(=O)c1ccccc1C(=O)c1ccccc1 (stereo partly specified)	i	?	-2%	3%	0	3%	1%	?	i
C/C(=N/O)c1cccc(N2Cc3ccccc3C2)c1	i	30%	3%	3%	-6	-6%	16%	27%	-3%
COc1cc(C)ccc1OCc1cc(C(=O)N2CCN(C)C[C@@H]2c2ccccc2)no1	i	13%	2%	-7%	2	-4%	-1%	-10%	i
CCOC(=O)c1cc([N+](=O)[O-])sc1NC(=O)CC	i	8%	1%	-7%	-12	?	0%	-5%[7.66 µM]	i
O=S(=O)(c1cc(Cl)ccc1Cl)N1CCc2ccccc21	i	-19%	16%	-7%	0	29%	9%	?	i
Cc1c(NC(=O)Cn2nc(C(F)(F)F)c3c2CCCC3)c(=O)n(-c2ccccc2)n1C	i	6%	-3%	-5%	-6	-14%	-4%	-24%	i
Cc1cc(/C=N/NC(=O)c2cccc(N(C)C)c2)c(C)n1-c1cc(C(=O)O)cc(C(=O)O)c1	i	?	7%	5%	-9	-22%	2%	-7%	-24%
Cc1ccc(C(=O)NCc2ccc3c(c2)OCO3)cc1S(=O)(=O)N1CCOCC1	i	6%	0%	10%	-7	-17%	3%	-23%	-1%[57.5 µM]
COc1cccc(OC2(C)CCN(Cc3ccc(-c4ccccn4)cc3)C2)c1 (stereo unspecified)	i	6%	2%	-1%	?	16%	9%	-22%	-12%
COc1ccc(NC(=O)N2CCCC(CNS(=O)(=O)c3cccs3)C2)c(C)c1 (stereo unspecified)	i	-12%	-4%	-12%	-8	-8%	0%	8%	-2%
CN(C)Cc1n[nH]c(=O)c2ccccc12	i	-16%	-1%	-5%	-4	0%	-3%	0%	-25%
CC(=O)N1CCN(c2ccc(NC(=O)COc3ccc(Cl)cc3Cl)cc2)CC1	i	?	0%	18%	-21	25%	15%	-2%	-96%[inhibitor]
SMILES	pAkt inh	FUS yeast rescue	aSyn rescue	Abeta rescue	D3 antag	TDP-43 yeast inh	GLP1R ag	GLP1R inv ag	PTHR1 ag
CCn1cc(C(=O)NCc2ccco2)c(=O)c2cc(F)c(N3CCN(C(=O)c4ccco4)CC3)cc21	i	?	8%	1%	1	11%	1%	24%	-24%[57.5 µM]
COc1ccccc1CN(C)C(=O)c1cc(S(=O)(=O)N2CCCCCC2)ccc1OC	i	18%	?	0%	1	18%	-7%	?	-8%
O=C(CSc1n[nH]c(C2CCCC2)n1)NC1CCCC1	i	-2%	0%	-14%	7	-15%	-2%	-6%	i
CCCN(CC1CC1)C(=S)NC(=O)c1ccccc1Br	i	-10%	-8%	?	5	?	-2%	?	-34%
COc1cc(OC)cc(-c2sc3ccc(OC)cc3c2C#CC2(N)CCCCC2)c1	i	44%	-57%[inhibitor]	-68%[inhibitor]	64	0%	-1%	?	-13%
COc1ccc(CCNC(=O)[C@H](C)NC(=O)[C@@H]2CSC3c4ccccc4C(=O)N32)cc1 (stereo partly specified)	i	11%	-3%	5%	-3	1%	6%	17%	-4%
COC(=O)[C@@]12CCCCN1[C@H](c1ccc(-c3cccc(Cl)c3)c(OC)c1)[C@@H]1C(=O)N(C)C(=O)[C@@H]12	i	?	?	?	9	39%	1%	?	i
O=C(COc1ccc(F)cc1Br)NCc1ccccn1	i	-22%	11%	15%	24	20%	1%	-2%	-4%[57.5 µM]
COc1ccc(-n2ncc3c(=O)n(CC(=O)N4c5ccccc5CC4C)cnc32)cc1 (stereo unspecified)	i	16%	2%	?	?	-17%	3%	0%	?
COc1ccc(NC(=O)CCS(=O)(=O)c2ccc(Br)s2)cc1	i	-6%	5%	-25%	5	17%	4%	?	-6%
CCOc1ccc(NS(=O)(=O)c2ccc3[nH]c(=O)cc(C(=O)O)c3c2)cc1	i	29%	-1%	10%	-18	-20%	-3%	-20%	i
COCCC(=O)N1CCC(Oc2ccc(C(=O)N3CCCC(OC)C3)cc2)CC1 (stereo unspecified)	i	-25%	0%	3%	-3	8%	-2%	5%	12%
COc1cc(Cl)c(NS(=O)(=O)c2cc(-c3cc(C)no3)ccc2OC)c(OC)c1	/	?	/	-17%	/	24%	/	?	-27%
COc1ccc2c(c1)OC[C@H]1[C@H]2N2C(=O)CN(Cc3ccc(F)cc3)C(=O)[C@@]2(C)[C@H]1c1ccccc1	i	?	3%	3%	-5	14%	-3%	?	i
CN1CCN(CCCNC(=O)Cn2c(-c3cccs3)cc3cc(Cl)ccc32)CC1	/	-4%	/	6%	/	-11%	/	-24%	-16%
COc1ccc(-c2coc3cc(O)cc(O)c3c2=O)cc1	i	-13%	1%	-36%	-14	?	7%	17%	-87%[inhibitor]
Cc1sc2nc(CN(Cc3cccs3)C(=O)C3CC3)[nH]c(=O)c2c1C	i	7%	12%	9%	9	8%	5%	?	-95%[inhibitor]
CCn1ncc(/C=N/NC(=O)c2cc(Cl)ccc2OC)c1C	i	/	6%	2%	24	11%	22%	2%	i
O=C1NC(=O)C2(CCCCCC2)N1	i	-44%	-1%	-2%	13	-7%	3%	5%	i
Cc1cc2cc(C)c3nnc(SCC(=O)N4CCN(C(=O)c5ccco5)CC4)n3c2cc1C	i	14%	2%	13%	-9	-16%	27%	3%	-3%
Cc1ccc(NC(=O)NNC(=O)c2cc3ccccc3cc2O)cc1C	i	-3%	-1%	7%	-9	2%	-2%	-4%	-2%
CCOc1ccc(CCNC(=O)CN2C(=O)NC3(CCc4ccccc43)C2=O)cc1OCC (stereo unspecified)	i	15%	4%	14%	-9	15%	9%	2%	-5%
COc1ccc(NS(=O)(=O)c2cccc(C(=O)N3CCN(c4ccccc4O)CC3)c2)cc1	i	27%	3%	26%	25	28%	-1%	-18%	-10%
CCOC(=O)c1cc(S(=O)(=O)NCc2ccco2)cn1C	i	-23%	-5%	2%	-13	5%	8%	16%	-8%
Cc1c(NC(=O)C(C)OC(=O)C(NC(=O)c2ccco2)C(C)C)c(=O)n(-c2ccccc2)n1C (stereo unspecified)	i	15%	-2%	16%	-9	0%	-7%	5%	i
O=C(N/N=C/c1cc([N+](=O)[O-])ccc1O)c1cccc(NC(=O)c2cccc(Cl)c2)c1	i	3%	-1%	0%	-27	-5%	22%	-9%	i
c1ccc2[nH]c(Cn3nnc4ccccc43)nc2c1	i	-14%	0%	-18%	25	9%	1%	-3%	i

A section from the list above:
SMILES	pAkt inh	FUS yeast rescue	aSyn rescue	Abeta rescue	D3 antag	TDP-43 yeast inh	GLP1R ag	GLP1R inv ag	PTHR1 ag
CCOC(=O)c1cc(S(=O)(=O)NCc2ccco2)cn1C	i	-23%	-5%	2%	-13	5%	8%	16%	-8%
Cc1c(NC(=O)C(C)OC(=O)C(NC(=O)c2ccco2)C(C)C)c(=O)n(-c2ccccc2)n1C (stereo unspecified)	i	15%	-2%	16%	-9	0%	-7%	5%	i
O=C(N/N=C/c1cc([N+](=O)[O-])ccc1O)c1cccc(NC(=O)c2cccc(Cl)c2)c1	i	3%	-1%	0%	-27	-5%	22%	-9%	i
c1ccc2[nH]c(Cn3nnc4ccccc43)nc2c1	i	-14%	0%	-18%	25	9%	1%	-3%	i
